N-glyco inh: increase of ERlucT glycosylation luciferase signal, primary screen, N-linked glycosylation inhibitor project, D54 ERlucT cells, luminescence, set 2; D54 ERlucT glycosylation luciferase reporter, 24 h; percent of 100 nM tunicamycin response; reporter increase, % at 12.5 µM; 360,000 tested, 0.23% active; AID 588692, 2011;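 active = mean luciferase reporter signal, scaled so untreated is 0 and the glycosylation-blocking control 100, at or above a set limit in every replicate; inconclusive = mean reaches the limit but not every replicate does; inactive = mean below the limit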;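 note: luciferase carries N-glycosylation sites so blocking glycosylation raises the light; 0% = median of neutral control wells and 100% = median of 100 nM tunicamycin wells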
CaV13 ICDI inh: Disruptors of the CACNA1D IQ motif to Ca2+-dependent inactivation inhibitor domain association, primary screening, Förster resonance energy transfer in intact living …; 340,000 tested, 0.098% active; inhibition, % at 12.3 µM; HEK cells, CFP/YFP FRET ICDI-IQ, plate reader, 10 min; percent FRET-ratio fall versus neutral wells;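 active = mean replicate inhibition of at least 30% and at least 1% of replicates passing that level; inconclusive = only one of the two criteria is met; inactive = neither criterion is met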;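 note: 0% = median of the neutral control wells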
Exocytosis inh: LAMP-1 surface exposure blockers, TALL-104 cells – cell-based, flow cytometry, MLPCN library, primary screen; TALL-104 LAMP-1 surface exposure; cells stimulated with thapsigargin and PMA; inhibition, % at 10 µM; 360,000 tested, 0.66% active; AID 651702, 2012;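 active = inhibition above about 55%, limit read from the data; inconclusive = no clear call, values can overlap the other calls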
m5-HT2A agonist: mouse Htr2a agonists via beta-arrestin recruitment, primary screen, cell-based, luminescence; CHO-K1 mHTR2A beta-arrestin complementation; percent of 30 µM serotonin response; activation, % at 7.6 µM; 360,000 tested, 0.66% active;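 active = activation above a run cutoff, the mean activation of all tested compounds plus 3 SD, cut at about 14% in these data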;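 note: 0% = plate median of compound wells and 100% = 30 µM serotonin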
Target sequence (P35363 whole entry, looked up): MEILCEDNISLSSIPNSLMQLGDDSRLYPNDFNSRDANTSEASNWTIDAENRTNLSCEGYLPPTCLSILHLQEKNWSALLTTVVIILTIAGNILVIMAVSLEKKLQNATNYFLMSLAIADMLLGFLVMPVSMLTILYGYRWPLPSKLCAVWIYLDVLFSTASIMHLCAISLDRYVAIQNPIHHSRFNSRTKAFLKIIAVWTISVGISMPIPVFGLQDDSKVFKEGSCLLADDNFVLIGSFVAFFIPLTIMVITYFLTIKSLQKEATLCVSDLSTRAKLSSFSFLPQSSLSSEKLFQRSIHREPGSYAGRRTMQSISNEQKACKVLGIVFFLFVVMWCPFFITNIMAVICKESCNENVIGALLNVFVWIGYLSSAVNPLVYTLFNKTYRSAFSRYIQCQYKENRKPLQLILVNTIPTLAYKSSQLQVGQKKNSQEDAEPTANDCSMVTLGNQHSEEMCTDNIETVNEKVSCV
Cardio protect: cardioprotection against H2O2-induced cell death, primary screen, uHTS, H9c2 cells, ATPLite luminescence; AID 588492, 2011; protection from H2O2 cell death, % at 20 µM; 360,000 tested, 0.63% active; H9c2 cardiomyocytes, H2O2 injury protection, 2 h;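 active = compounds giving at least 50% protection of heart cells from peroxide-induced death in the single-dose screen, raw or plate-pattern-corrected value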;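 note: 0% = DMSO wells with peroxide and 100% = DMSO wells without peroxide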
aDG glyco up: activators of alpha-DG glycosylation, primary screen, uHTS, Pro5-aDG cells, AlphaScreen. alpha-DG glycosylation AlphaScreen (IIH6); 0% Pro5, 100% B10-LARGE cell signal. activation, % at 10 µM. 360,000 tested, 0.22% active;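 active = activation of at least 8% versus controls, or a plate z-score of at least 8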;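 note: Pro5 are CHO cells carrying HIG-tagged alpha-DG that lacks glycosylation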
Vif inh: HIV Vif self-association inhibitors, primary screen, imaging, HEK293T, single point. HEK293T cells, Vif self-association by quenched fluorescence, 24 h. inhibition, % at 7.49 µM. 340,000 tested, 0.35% active; in the data active = inhibition above about 50%, passing the limit was not always enough; inconclusive = no clear call, values can overlap the other calls; inactive = below about 31%; note: some results filed as inactive read as strong as hits
ABCB6 inh 2: ABCB6 transporter inhibitors, primary screen, K562-ABCB6 cells, flow cytometry, MLPCN library; fluorescence ratio to DMSO, % at 10 µM; 360,000 tested, 0.19% active; ATP-binding cassette sub-family B member 6 (Homo sapiens), Q9NP58; K562-ABCB6 porphyrin accumulation, 1 h; stronger effect = lower value;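 active = fluorescence ratio to DMSO below 75%, the collection mean minus 3 SD; inconclusive = too few cells collected in the well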;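 note: signal is porphyrin accumulated inside mitochondria; 100% equals median channel fluorescence of DMSO control wells; lower ratio means ABCB6 inhibition with less porphyrin fluorescence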
iPSC survival up: enhancers of single-cell hiPSC survival, primary screen, ATPlite luminescence. survival enhancement, % at 20 µM. 360,000 tested, 0.044% active. 100% = ROCK inhibitor wells, 0% = DMSO; in the data active = survival enhancement above about 18%;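 note: cells exposed to compounds for 16 hours before the ATP read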
PDI turbidity: inhibitors of human PDI, primary screen, biochemical, turbidity, single point, plate reader; inhibition, % at 10 µM; PDI insulin aggregation turbidity, A650, 90 min; Protein disulfide-isomerase (Homo sapiens), P07237; 350,000 tested, 0.052% active;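 active = mean inhibition across replicates of 30% or more, whatever share of single replicates reach that level; inconclusive = mean inhibition below 30% while every single replicate reaches 30%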;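 note: absorbance from insulin aggregation driven by PDI reduction with DTT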
Target sequence (P07237 whole entry, looked up): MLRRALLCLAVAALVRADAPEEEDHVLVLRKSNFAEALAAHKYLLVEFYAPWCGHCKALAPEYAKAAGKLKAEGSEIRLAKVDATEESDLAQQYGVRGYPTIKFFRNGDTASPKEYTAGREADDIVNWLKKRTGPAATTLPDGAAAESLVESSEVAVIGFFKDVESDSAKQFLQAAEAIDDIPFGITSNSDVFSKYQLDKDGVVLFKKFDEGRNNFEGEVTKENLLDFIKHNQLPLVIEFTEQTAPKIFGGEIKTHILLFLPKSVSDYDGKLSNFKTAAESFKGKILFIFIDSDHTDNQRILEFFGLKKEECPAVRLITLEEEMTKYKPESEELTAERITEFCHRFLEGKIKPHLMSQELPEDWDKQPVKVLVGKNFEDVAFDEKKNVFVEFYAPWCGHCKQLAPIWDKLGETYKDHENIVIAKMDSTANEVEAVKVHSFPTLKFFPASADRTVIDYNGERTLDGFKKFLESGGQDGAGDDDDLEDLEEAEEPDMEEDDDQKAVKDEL
* = called active by the depositor; ? = inconclusive; nt = not tested or not shown. The order is random (roughly 3.1% active in at least one column).

compound	N-glyco inh	CaV13 ICDI inh	Exocytosis inh	m5-HT2A agonist	Cardio protect	aDG glyco up	Vif inh	ABCB6 inh 2	iPSC survival up	PDI turbidity
Cc1ccccc1OCCC(=O)OCC(=O)N1c2ccccc2NC(=O)C1(C)C	-5	-14	2	7	0	-0.2	-10	100	-0.6	-2
CNc1ncc(C(=O)c2ccc(F)cc2)s1	0	-5	-2	3	-1	-0.4	2	102	-1.6	6
O=C(c1ccc2ccccc2c1)N1CCN(c2ccccc2)CC1	0	-4	1	-5	-4	0.1	-2	106	-3.4	3
CCN(c1ccccc1)S(=O)(=O)c1ccc(C(=O)N(CCCN(C)C)c2nc3cc4c(cc3s2)OCO4)cc1	-12	-3	70*	-11	-6	1.3	10	102	1.9	14
Cc1cc(C)nc(N(C#N)Cc2ccc(Cl)cc2)n1	-3	-6	-1	-5	6	-0.1	0	91	-0.8	-2
CCN(Cc1ccc(NC(C)=O)cc1)CC1CCCN(CCc2cccc(F)c2)C1 (stereo not given)	0	-5	49	0	7	0.0	-5	100	-0.8	18
CCCCN1CC(N2CCN(Cc3cccc(C)c3)CC2)CS1(=O)=O (stereo not given)	1	-10	4	12	2	0.1	nt	95	3.6	nt
Cn1c(C(=O)N2CCCC(C(=O)N3CCN(C(=O)c4ccco4)CC3)C2)cc2sccc21 (stereo not given)	-1	-2	-2	-2	7	0.1	-1	97	-0.1	nt
CCC[C@H](CN[C@@H](CNC)[C@H](C)O)NCCc1ccc(OC)cc1	-1	-6	0	3	14	-0.4	5	104	-1.9	-4
Nc1c(Cl)ncnc1NCc1cccnc1	0	-6	-6	-4	-3	0.1	2	90	-0.6	3
Cc1c(C(=O)NC(C)C)oc2c1-c1[nH]ncc1CC2	1	-5	-1	-1	22	0.0	-9	103	2.3	3
CCc1nc(SCC(=O)Nc2nnc(C(C)C)s2)n[nH]1	2	-2	-2	4	1	-0.3	2	96	-1.7	7
COC(=O)Cc1ccc(NC(=S)NCc2ccco2)cc1	-1	-5	-1	0	10	0.4	1	94	-0.2	10
O=C(NCCc1ccccn1)c1cc(C(=O)C2CCCCC2)c[nH]1	0	-8	1	2	6	0.2	-2	100	-1.6	3
O=C(O)Cc1csc(-c2ccc(F)cc2)n1	-1	nt	8	2	2	-0.3	2	98	0.2	4
CCC(=O)OC1(C)C(=O)C2=COC(c3ccc(OC)cc3)=CC2=C(Br)C1=O (stereo not given)	3	-7	8	2	2	0.4	-6	95	-1.4	-4
Cc1cc(C)n2nc(CCc3ccccc3)nc2n1	1	-8	0	-1	1	-0.3	-1	93	0.0	5
CN(c1ccc(C(=O)NCc2ccncc2)cc1)S(C)(=O)=O	-1	-5	2	-1	-12	0.2	-8	98	3.3	15
CCN(CC)C(CNC(=O)CSc1nnnn1-c1ccc(C)c(C)c1)c1ccco1 (stereo not given)	-2	-5	0	-6	1	-0.1	-2	97	-0.2	10
Cc1ccc(-c2csc(N/N=C/c3ccco3)n2)c(C)c1	-13	-5	-3	1	-5	-0.2	-10	100	0.5	-1
CCOc1cc(NC(=S)Nc2cccc(OC)c2)c(OCC)cc1NC(=O)c1ccc(C)cc1	-4	-6	0	-3	13	0.0	-14	99	2.5	-7
O=C(COC(=O)c1ccncc1)NC(=O)C1CCCCC1	2	-9	-2	3	12	-0.1	nt	93	1.0	-3
COc1ccc(N(CC(=O)Nc2ccccc2C(=O)NCCc2ccccc2)S(C)(=O)=O)cc1OC	-2	nt	1	1	8	0.2	0	97	5.4	-2
COc1ccccc1NC(=O)/C=C/C(N)=O	2	-7	5	0	-20	-0.2	5	99	-0.8	-4
CN1C(=O)C(=O)/C(=C(/O)c2ccc(Br)cc2)C1c1ccc(Cl)cc1 (stereo not given)	0	-2	-14	14	5	0.0	2	102	0.5	-5
O=C1CC(c2cc(F)ccc2F)c2cc3c(cc2N1)CCC3 (stereo not given)	18	-6	12	4	-7	0.2	3	89	-3.3	15
CCOC(=O)C(C)Sc1nc2c([nH]c3ccccc32)c(=O)n1C (stereo not given)	10	-10	-6	-2	-10	-0.1	-11	100	2.4	16
Cc1ccc(NC(=O)c2cc(S(=O)(=O)N3CCOCC3)ccc2Cl)cc1S(=O)(=O)N1CCOCC1	-1	-2	0	-3	6	0.2	13	96	-0.4	11
Cc1[nH]c(=S)c(C#N)c(C)c1CC(=O)c1ccc(Br)cc1	0	-3	7	0	11	0.2	2	96	-0.1	-2
O=C(OCc1ccc(Cl)c(Cl)c1)c1cnccn1	4	-3	3	-3	-6	0.3	1	100	2.0	5
Cc1cc2nn(-c3cccc4ccccc34)nc2cc1N	6	-9	1	6	20	0.0	2	99	0.1	-2
COc1ccc(N2CCN(C(=O)c3sc4nc(-c5ccc(F)cc5)cn4c3C)CC2)cc1	-1	-6	-10	-1	-15	0.0	1	94	0.2	nt
CN(C)c1nc2c(cnn2C)c(=O)[nH]1	0	-5	-2	0	10	-0.2	9	100	3.5	-5
COc1ccc(Cc2nnc(SCC(=O)Nc3ccc(C)cc3C)[nH]c2=O)cc1	2	-4	2	-3	-1	0.8	nt	103	-0.4	0
CCOC(=O)C1=C(N)OC2=C(C(=O)CC(C)(C)C2)C1c1ccc(C)s1 (stereo not given)	1	-21	1	-4	-2	-0.2	-3	95	-0.4	2
Cc1ccccc1NC(=O)COc1coc(CN2CCN(Cc3ccccc3)CC2)cc1=O	1	-6	2	-6	-4	0.1	-3	100	0.0	8
Cc1ccc(CCC(=O)Nc2ccc(CC(=O)O)cc2)o1	1	-21	3	1	-2	-0.2	-2	108	0.2	-1
N#CC1=C(N)C2=CCCC[C@H]2[C@H](c2ccccc2)C1(C#N)C#N	3	-14	11	-1	5	0.0	2	173	1.4	5
COc1ccccc1CNC(=O)c1csc2c1CCCC2	-2	2	-12	6	6	0.0	-6	102	-0.4	-12
COc1ccc(-c2nn(-c3ccccc3)cc2CO)cc1OC	1	nt	0	1	-2	0.2	nt	97	1.2	5
Cn1c(=O)c(=O)n(C)c2cc([N+](=O)[O-])c([N+](=O)[O-])cc21	16	-3	1	1	-4	1.2	-1	104	2.9	0
O=C(Nc1nnc(SCc2ccccn2)s1)C1CC(=O)N(c2ccc(F)cc2)C1 (stereo not given)	0	-3	1	-8	2	0.0	-6	91	0.3	4
Cc1cc(C)cc(NC(=O)Nc2ccc(S(=O)(=O)Nc3cc(C)on3)cc2)c1	-1	nt	-6	-1	0	0.0	-9	97	0.0	2
NC(=O)C1C2C=CC(C2)C1c1ccccc1 (stereo not given)	0	-18	1	-2	3	0.0	-4	102	1.0	9
COc1ccc(Nc2nc(N)c([N+](=O)[O-])c(NCCO)n2)cc1	2	-1	7	-1	22	-0.2	-10	96	0.1	9
CCOc1ccc(-n2nnnc2-c2nc3ccccc3s2)cc1	-11	-4	-5	3	-18	-0.1	1	93	-2.5	1
CC(=O)c1cccc(NC(=O)CN(c2ccc(C)cc2)S(=O)(=O)c2cccc3nonc23)c1	1	nt	4	-1	-1	0.0	nt	111	-0.8	-4
CC(C)Oc1cccc(C2NC(=O)c3ccccc3O2)c1 (stereo not given)	-1	-19	-14	-3	1	-0.2	-1	101	0.5	-1
O=C(OCC(=O)c1ccc(Cl)cc1Cl)c1ccccn1	3	-5	0	-1	-7	0.1	-2	104	-0.5	14
COc1cc(NC(=O)c2cccs2)c(OC)cc1NC(=O)c1cccs1	0	nt	1	7	16	0.1	?	104	-0.4	-3
COc1ccc(NC(=O)c2cncc(Br)c2)cc1S(=O)(=O)N1CCCCC1	-3	-6	-2	-4	12	-0.2	-2	100	3.8	0
COc1ccc(C2=NOC(Cn3nc(C(=O)NCC4CC4)cc3-c3ccccc3)C2)cc1 (stereo not given)	1	-9	39	3	6	-0.2	-3	99	4.1	-3
O=C(COC(=O)c1cccc(Cl)c1Cl)NCCN1C(=O)CSC1=O	1	-5	8	4	6	0.6	5	102	7.3	-2
Cc1cccc(NC(=O)CN2C(=O)COc3ccc(Cl)cc32)c1	-2	-8	0	2	10	0.0	1	97	-0.6	2
O=C(c1ccc(F)cc1)N1CCN(c2ccccn2)CC1	1	-19	-4	4	5	-0.1	5	98	0.4	7
O=C1NC(=S)S/C1=C\c1cccc([N+](=O)[O-])c1	0	-7	4	3	-28	0.0	-15	89	0.5	9
C=CC[C@H]1C(C(=O)OCC)=CC[C@@H](c2ccccc2)N1S(=O)(=O)c1ccc(C)cc1	2	-7	9	-8	-5	0.0	?	98	1.5	nt
CC1(C)Cc2c(sc(NC(=O)C(=O)NCCCN3CCOCC3)c2C(N)=O)CO1	1	-3	0	3	0	-0.2	0	108	1.0	-2
Cc1c(C)n(CC(O)CN2C(=O)c3ccccc3S2(=O)=O)c2ccccc12 (stereo not given)	1	nt	-3	2	-6	-0.1	1	94	0.5	1
CCOC(=O)N1CCN(C(=O)C2CCN(C(=O)c3cc(OC)cc(OC)c3)CC2)CC1	3	-5	-5	4	3	0.0	6	95	0.5	-2

Additional records
compound	N-glyco inh	CaV13 ICDI inh	Exocytosis inh	m5-HT2A agonist	Cardio protect	aDG glyco up	Vif inh	ABCB6 inh 2	iPSC survival up	PDI turbidity
CCOc1ccc(N(CC(=O)Nc2ccccc2C(=O)N2CCOCC2)S(=O)(=O)c2ccc(F)cc2)cc1	1	-5	-1	-1	7	-0.1	1	86	0.4	3
CC1(C)CC(=O)C2=C(C1)c1c(ccc3ccccc13)NC2c1ccc(OCC(=O)O)cc1 (stereo not given)	1	-2	2	13	10	0.1	0	100	0.7	5
O=Cc1ccc(-n2nncc2-c2ccc([N+](=O)[O-])cc2)cc1	1	4	0	1	-1	-0.6	11	104	0.8	-2
CC(C)N(Cc1ccccc1)S(=O)(=O)N(C)C	1	-4	-2	0	15	0.0	10	98	0.6	-2
COc1ccc2c(c1)-c1ccccc1S(=O)(=O)N2C(C)=O	0	-7	1	4	0	-0.1	2	96	-1.0	1
O=C(NCc1ccco1)c1cc2cc3ccc(Cl)cc3nc2o1	1	-4	-2	3	-8	-0.3	-4	97	-0.9	-2
Cn1nnnc1SCC(=O)N1c2ccccc2Sc2ccc(Cl)cc21	-3	-1	5	-4	-3	0.0	-12	92	-0.4	4

High-throughput results deposited in PubChem by several laboratories.
